# Compound activity as filed in PubChem BioAssay.
# Rad51 HR inh: human RAD51 strand exchange inhibitors, primary screen, biochemical, fluorescence. DNA repair protein RAD51 homolog 1 (Homo sapiens), Q06609. hRad51 DNA strand exchange, fluorescence dequenching. inhibition, % at 10 µM. actives 0.085% (n = 200,000). AID 1385, 2008;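 active = inhibition above 40% at the single screening dose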;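 note: 0% = DMSO control wells and 100% = blanks with heterologous ssDNA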
# Target sequence (Q06609 whole entry, looked up): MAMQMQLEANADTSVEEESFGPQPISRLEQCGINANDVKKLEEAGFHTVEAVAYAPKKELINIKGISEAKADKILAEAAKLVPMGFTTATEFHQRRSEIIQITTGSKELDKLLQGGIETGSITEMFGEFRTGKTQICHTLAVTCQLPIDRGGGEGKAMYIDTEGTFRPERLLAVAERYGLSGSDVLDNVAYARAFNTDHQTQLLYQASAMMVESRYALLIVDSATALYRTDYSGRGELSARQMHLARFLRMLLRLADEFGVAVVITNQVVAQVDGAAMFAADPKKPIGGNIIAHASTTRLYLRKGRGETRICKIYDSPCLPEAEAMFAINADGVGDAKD
#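 Material: Human Rad51 nucleoprotein filaments preassembled on unlabelled ssDNA | Also added: Labelled 47-mer dsDNA for strand exchange | Dosing: Single dose, 10 µM final compound | Schedule: 30-min compound preincubation and 15-min exchange, both room temperature | Technique: Fluorescence dequenching at 485/520 nm | Measure: Percent inhibition relative to plate controls and blanks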
# FXIa inh 1536: human FXIa protease inhibitors, primary screen, biochemical, 1536-well; Coagulation factor XI (Homo sapiens), P03951; purified FXIa, Boc-Glu-Ala-Arg-AMC fluorogenic substrate; inhibition, % at 5 µM; actives 0.14% (n = 220,000); AID 798, 2007;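 active = inhibition of at least 40%; inactive = inhibition below 40%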;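 note: fluorescence of freed AMC excited at 355 nm; 0% = enzyme without compound and 100% = no enzyme blank; many of its hits are not listed in these tables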
# Mdm2 ligase inh: MDM2-luciferase reporter signal enhancers, primary screen, MDM2 E3 ligase inhibitor project, cell-based, luminescence, 1536-well; E3 ubiquitin-protein ligase Mdm2 (Homo sapiens), Q00987; cell-based MDM2 ubiquitination luciferase reporter, 2 h; 0 = plate control, 100 = twice control, blank-subtracted; signal enhancement, % at 5 µM; actives 0.11% (n = 210,000);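 active = signal enhancement of 30% or more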;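 note: luminescence tracks abundance of the self-degrading MDM2-luciferase fusion protein; higher signal means inhibition of MDM2 E3 ligase activity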
#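 Assay system: stable mammalian line carrying autodegrading MDM2–luciferase fusion reporter; Input: 2000 cells in each well; Compound dosing: single-point 5 µM; Schedule: 2 h compound exposure at 37 °C; Signal: SteadyLite luciferase luminescence after 15 min room-temperature reagent incubation; Evaluation: % luminescence enhancement versus blank-corrected plate control mean; Benchmarks: plate controls and plate blanks.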
# Wee1 degr inh: Wee1 degradation inhibitors, primary screen, cell-based, HeLa, Wee1K328M-luciferase, luminescence; Wee1-like protein kinase (Homo sapiens), P30291; HeLa Luc-Wee1K328M stability; 100% = proteasome inhibitor MG132 effect; reporter increase, % at 5 µM; actives 1.2% (n = 220,000);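 active = activation above the mean of all tested compounds plus 3 SD, set per screening run, cut at about 8.8% in these data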;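 note: cells exposed to compound for 20 h before luminescence read; 0% = DMSO alone and 100% = MG132 at 30 µM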
# 14-3-3 Bad inh: inhibitors of 14-3-3 zeta/Bad binding, primary screen, biochemical, TR-FRET, bovine 14-3-3 zeta | 14-3-3 protein zeta/delta (Bos taurus), P63103 | TR-FRET 14-3-3zeta/Dy647-pBad peptide displacement, 1 h | inhibition, % at 21.7 µM | actives 0.71% (n = 220,000);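 active = inhibition above about 70%, limit read from the data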;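 note: 0% = full 14-3-3 plus peptide FRET controls and 100% = background without 14-3-3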
# eIF4E 4G PPI: eIF4E–eIF4G protein interaction inhibitors, primary screen, biochemical, uHTS, TR-FRET, eIF4GI fragment; actives 0.37% (n = 220,000); Eukaryotic translation initiation factor 4E (Mus musculus) + Eukaryotic translation …; inhibition, % at 21.7 µM; AID 782, 2007; TR-FRET eIF4E-eIF4GI(517-606) binding, 2 h;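 active = inhibition above about 30%, limit read from the data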;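 note: 0% = full FRET control wells and 100% = background wells lacking eIF4GI fragment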
# hK5 inh: human KLK5 protease inhibitors, primary screen, biochemical, 1536-well; actives 0.59% (n = 210,000); recombinant hK5, fluorogenic AMC substrate cleavage; inhibition, % at 5 µM; Kallikrein-5 (Homo sapiens), Q9Y337;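 active = inhibition of 40% or more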;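 note: 0% = enzyme controls without compound and 100% = no-enzyme blanks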
# FXIIa inh: human FXIIa protease inhibitors, primary screen, biochemical, 1536-well; Coagulation factor XII (Homo sapiens), P00748; purified FXIIa, Boc-QGR-AMC fluorogenic substrate, 2 h; inhibition, % at 5 µM; actives 0.3% (n = 220,000); AID 800, 2007; in the data active = inhibition above about 40%;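 note: 0% = enzyme with no compound and 100% = blank without enzyme; many of its hits are not listed in these tables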
# Target sequence (P00748 20-372 limits assumed): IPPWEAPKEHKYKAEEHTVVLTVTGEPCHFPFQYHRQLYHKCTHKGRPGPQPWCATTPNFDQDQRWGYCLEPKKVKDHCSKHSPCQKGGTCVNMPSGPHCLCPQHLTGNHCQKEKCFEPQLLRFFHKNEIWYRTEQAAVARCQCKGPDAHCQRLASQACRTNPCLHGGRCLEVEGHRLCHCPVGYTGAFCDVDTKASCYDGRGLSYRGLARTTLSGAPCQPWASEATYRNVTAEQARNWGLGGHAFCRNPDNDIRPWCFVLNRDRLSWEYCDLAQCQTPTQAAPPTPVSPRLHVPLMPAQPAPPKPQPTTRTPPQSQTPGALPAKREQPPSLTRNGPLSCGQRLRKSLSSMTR
# Target sequence (P00748 373-615 limits assumed): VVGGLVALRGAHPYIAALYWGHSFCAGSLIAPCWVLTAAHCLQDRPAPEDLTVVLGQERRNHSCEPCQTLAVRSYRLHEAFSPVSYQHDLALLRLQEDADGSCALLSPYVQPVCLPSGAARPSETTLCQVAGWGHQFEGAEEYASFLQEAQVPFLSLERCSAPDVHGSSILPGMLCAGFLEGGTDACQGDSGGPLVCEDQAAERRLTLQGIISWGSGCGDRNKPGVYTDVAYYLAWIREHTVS
# p97 inhibitor: inhibitors of human p97 ATPase, primary screen, biochemical; Transitional endoplasmic reticulum ATPase (Homo sapiens), P55072; recombinant p97 ATPase, Kinase-Glo ATP luminescence, 3 h; actives 0.42% (n = 220,000); AID 1481, 2009; inhibition, % at 8 µM; in the data active = inhibition above about 15%;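 note: 0% = DMSO vehicle and 100% = wells lacking enzyme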
# * marks the source's active call; other numbers are inactive results; x = no result given; [ ] = remark or other dose.
SMILES,Rad51 HR inh,FXIa inh 1536,Mdm2 ligase inh,Wee1 degr inh,14-3-3 Bad inh,eIF4E 4G PPI,hK5 inh,FXIIa inh,p97 inhibitor
CC#CCN1c2ccccc2[C@]23C[C@@H](C(=O)OC)N(C(=O)c4cc(C)oc4C)C2=NC(C(=O)OC)=C(C(=O)OC)[C@H]13,-4.6,-2.2,7.3,x,-10.3,-3.4,-2.4,1.6,x
Clc1ccc(-n2nnnc2CN2CCCCC2)cc1Cl,0.6,0.6,7.7,-1.6,3.9,-6.2,-22.2,8.3,-0.2
O=Cc1ccccc1OS(=O)(=O)c1ccccc1,8.7,5.7,21.3,-0.8,1.7,7.1,-16.4,8.1,0.6
CC1=NN(c2ccccc2)C(=O)C1C(=O)c1cc([N+](=O)[O-])cc([N+](=O)[O-])c1 (stereo not drawn),14.3,13.6,-24.4,-2.7,10.6,7.2,-2.8,4.1,3.0
COc1ccc(Cn2cc(F)c(=O)n(CCC(C)C)c2=O)cc1[N+](=O)[O-],0.7,-4.3,-3.6,-2.4,2.6,-3.1,-18.8,1.7,-7.0
Cc1ccc(CN(Cc2cccnc2)C(=S)Nc2cccc(Cl)c2C)cc1,7.3,-2.7,1.4,-2.8,-7.0,-2.3,-5.5,1.8,0.2
NS(=O)(=O)c1ccc(N2N=C(c3ccccc3)CC2c2ccc(F)cc2)cc1 (stereo not drawn),-1.2,-37.8,-17.9,0.5,0.7,0.2[fluorescence artefact?],-442.5,-80.7,5.5
O=C(CSc1nnc(-c2ccc(C(F)(F)F)cn2)s1)c1ccccc1,-1.7,-1.0,-8.8,0.6,3.2,-3.6,-2.8,4.4,2.8
Cc1ccc(NC(=O)C(=O)NCC2CCCO2)cc1 (stereo not drawn),0.1,-2.6,-26.9,2.1,-7.0,-3.7,-15.8,0.4,-2.1
CN(C)S(=O)(=O)c1cc(NC(=O)COC(=O)CCSc2ccc(Cl)cc2)ccc1Cl,x,3.3,6.6,-1.0,7.6,-1.7,-12.9,6.8,1.3

# An excerpt from above in order of count of non-hydrogen atoms, smallest number first.
SMILES,Rad51 HR inh,FXIa inh 1536,Mdm2 ligase inh,Wee1 degr inh,14-3-3 Bad inh,eIF4E 4G PPI,hK5 inh,FXIIa inh,p97 inhibitor
Cc1ccc(NC(=O)C(=O)NCC2CCCO2)cc1 (stereo not drawn),0.1,-2.6,-26.9,2.1,-7.0,-3.7,-15.8,0.4,-2.1
NS(=O)(=O)c1ccc(N2N=C(c3ccccc3)CC2c2ccc(F)cc2)cc1 (stereo not drawn),-1.2,-37.8,-17.9,0.5,0.7,0.2[fluorescence artefact?],-442.5,-80.7,5.5
CN(C)S(=O)(=O)c1cc(NC(=O)COC(=O)CCSc2ccc(Cl)cc2)ccc1Cl,x,3.3,6.6,-1.0,7.6,-1.7,-12.9,6.8,1.3

# The main list resumes; the 2 compounds before the break are reprinted first.
SMILES,Rad51 HR inh,FXIa inh 1536,Mdm2 ligase inh,Wee1 degr inh,14-3-3 Bad inh,eIF4E 4G PPI,hK5 inh,FXIIa inh,p97 inhibitor
Cc1ccc(NC(=O)C(=O)NCC2CCCO2)cc1 (stereo not drawn),0.1,-2.6,-26.9,2.1,-7.0,-3.7,-15.8,0.4,-2.1
CN(C)S(=O)(=O)c1cc(NC(=O)COC(=O)CCSc2ccc(Cl)cc2)ccc1Cl,x,3.3,6.6,-1.0,7.6,-1.7,-12.9,6.8,1.3
Cc1cccc(-n2nnc(C(=O)NC3CCCc4ccccc43)c2N)c1 (stereo not drawn),-6.2,-4.0,0.9,-1.7,19.4,5.2,-7.3,-0.7,-5.4
CC(C)c1ccc(OCC(=O)NCc2ccco2)cc1,0.8,-4.3,-12.9,4.2,3.8,2.2,2.8,7.8,1.1
CCOC(=O)/C=C/C(=O)Nc1nccs1,2.7,-3.0,-11.9,-1.9,-1.4[fluorescence artefact?],1.2,15.0,0.5,1.0
O=C(NCCc1ccccc1)C1CCN(C(=O)c2ccc([N+](=O)[O-])cc2)CC1,-26.6,-0.9,-12.0,0.3,-9.5,2.8,0.6,4.5,2.5
NS(=O)(=O)c1ccc(NC(=S)NC2CC2)cc1,0.9,3.5,-0.8,0.3,-12.0,-2.1,-2.5,5.9,3.0
c1csc(-c2nnc3ccccn23)c1,-0.1,8.2,-2.7,0.5,5.5,-4.4,-0.8,18.6,2.8
CCOC(=O)c1ccc(Oc2c(C)oc3c(CN4CCN(C)CC4)c(O)ccc3c2=O)cc1,2.2,-6.8,-0.6,-1.0,-1.1,1.6,-109.4,-1.8,-0.3
Nc1cc2nn(-c3ccccc3)nc2cc1Cl,34.3,-3.4,-27.2,6.4,-10.1,6.2,-11.8,3.3,19.0*
O=Cc1ccc(-c2ccccc2OC(F)(F)F)o1,16.3,-6.8,-13.0,-2.7,-9.9,3.7,-20.3,8.2,-2.9
CC(=O)c1nn(-c2cccc(Br)c2)cc1C(=O)c1ccco1,-0.9,-6.7,17.6,-0.4,-3.6,-3.2,-5.0,5.0,2.4
COc1ccccc1C(=O)N/C(=C\c1ccc2c(c1)OCO2)C(=O)NCCc1nc2ccccc2[nH]1,3.1,4.9,-7.3,0.2,-16.0,0.1[fluorescence artefact?],-26.1,8.2,3.2
O=S(=O)(N/N=C1\CC(c2ccccc2)Oc2ccccc21)c1ccccc1 (stereo not drawn),1.1,8.5,-10.7,1.1,3.6,-10.5,-15.2,17.2,-6.8
COc1ccc(/C=N/NC(=O)c2ccc(COc3ccccc3Cl)o2)c(OC)c1C,-2.0,5.6,1.0,3.0,1.8[fluorescence artefact?],-1.8[fluorescence artefact?],-19.6,6.2,8.2
COC(=O)COc1ccc(Oc2nc(SC)nc(N(C)C)n2)nn1,4.5,6.6,-11.6,4.3,-2.6,-1.2,-21.3,19.1,2.2
CCCCCC(=O)Nc1ccccc1N1CCOCC1,4.9,11.4,-4.4,0.0,-15.1,11.4[fluorescence artefact?],-11.1,18.2,3.5
O=C1OCCC1Sc1nc2ccccc2c(=O)n1-c1ccc(F)cc1 (stereo not drawn),1.8,0.6,-7.1,3.0,0.1,-0.2,-8.5,1.6,1.1
Cc1c(N=Cc2ccc(-c3ccc(Cl)cc3)o2)c(=O)n(-c2ccccc2)n1C,6.2,-5.6,1.0,1.0,-7.9,-6.7[fluorescence artefact?],-13.5,-7.4,0.4
Fc1ccc(Oc2ccc3nnc(C(F)(F)F)n3n2)cc1,-0.5,-6.9,-10.3,-1.7,-12.7,5.4,-3.5,-3.4,-1.7
CCCN1C(=O)C(NC(C)=O)c2cc(OC)ccc21 (stereo not drawn),9.3,-8.6,-17.9,3.2,1.8,2.4,-0.1,4.3,-2.6
CCCOc1ccc(Cl)cc1CN1CCOCC1,1.2,2.2,-1.3,3.8,19.6[fluorescence artefact?],0.7[fluorescence artefact?],-9.9,7.6,-0.5
Cc1cc2ncn(S(=O)(=O)N3CCOCC3)c2cc1C,-2.3,3.1,-15.5,-0.8,-10.5,14.4,46.7*,17.9,3.7
O=C(Cn1cnc2c(nnn2Cc2ccc(F)cc2)c1=O)OCc1ccccc1,2.3,-0.7,-4.0,3.1,-1.4,-3.7[fluorescence artefact?],-6.3,6.0,-1.7
CCCS(=O)(=O)Nc1cccc(-c2ccc3nnc(C)n3n2)c1,-6.1,-1.5,-2.8,0.2,-13.6,0.2,3.5,9.2,2.5
Cc1ccc(C(=O)OCC(=O)N(C)C2CCS(=O)(=O)C2)cc1[N+](=O)[O-] (stereo not drawn),-4.4,-2.0,-2.1,-2.1,-10.0,1.1,2.6,1.9,8.7
COc1ccc(Cn2c(=O)cc(N)n(-c3ccccc3C)c2=O)cc1,8.5,5.2,-6.4,6.3,97.3*,5.8,-4.1,9.7,-8.9
Cc1sc2c(c1C)c(=O)n(-c1cccc(C(F)(F)F)c1)c(=O)n2CC(=O)NCc1ccco1,-0.8,-13.4,-12.3,1.0,-0.1[fluorescence artefact?],-43.6,-31.1,10.1,-4.4
CCN1CCN(c2nc(C)c3c(n2)CCCC3=O)CC1,-1.1,-1.5,-2.6,1.9,-0.5[fluorescence artefact?],2.8,-11.4,6.0,4.2
COc1ccc(N2CCN(C(=O)NCc3ccc(OC)c(Cl)c3)CC2)cc1,4.3,-0.8,15.5,-2.1,-3.3,3.8,-3.7,5.4,2.3
CSCCC(NS(=O)(=O)c1ccc(C)c(C(=O)O)c1)C(=O)O (stereo not drawn),6.1,-2.7,-14.6,0.6,-2.2,-0.5,-8.4,1.9,2.9
CCOC(=O)c1[nH]ncc1[C@@H]1C[C@H]2CN(Cc3cccc(Cl)c3)C(=O)[C@]23CCCN13,5.2,-1.9,-7.4,4.7,3.1,2.1,-3.2,4.5,-1.4
CCOC(=O)C1CCCN(c2c(NCCc3ccc(C)cc3)c(=O)c2=O)C1 (stereo not drawn),x,-1.0,-6.0,0.4,-3.8,-0.7,-1.3,3.0,1.2
CCN(CC)S(=O)(=O)c1ccc(C(=O)OCC(=O)c2ccc3c(c2)NC(=O)CO3)cc1,-9.4,5.7,-5.4,1.4,7.4,-9.1,-37.9,14.9,7.2
Clc1ccc(-c2nnc3ccccn23)cc1,22.4,-0.8,-6.8,2.5,5.8,9.1,-17.4,12.8,1.2
CCCCC(C(=O)O)C(C)CC(=O)Nc1nccs1 (stereo not drawn),x,0.5,-7.2,0.4,-8.4,4.0,1.1,8.1,-0.3
COc1ccc(C2c3ccc(O)cc3Oc3ncn4nc(-c5ccccn5)nc4c32)cc1OC (stereo not drawn),12.7,1.0,-5.7,3.5,-3.9,-5.4,-2.9,7.3,4.6
O=C(COc1ccc(Cl)cc1[N+](=O)[O-])N/N=C/c1cccs1,8.5,-1.9,-2.7,-1.6,4.7,2.2,-5.2,5.6,-1.8
Cc1ccc(-n2c(=O)c3ccc(C(=O)NCc4ccco4)cc3n(Cc3ccccc3C#N)c2=O)cc1,-4.2,16.5,-9.1,-0.5,16.1[fluorescence artefact?],-4.9,1.2,21.6,3.5
Cn1c(=O)c2c(nc(NCc3cccnc3)n2Cc2ccccc2Cl)n(C)c1=O,-1.7,10.3,-5.6,6.5,-6.4,0.8,0.1,16.4,0.5
COc1ccc(NC(=S)N2CCCCCC2)cc1OC,-7.1,-7.7,2.3,-4.2,-13.0,2.4,3.4,0.6,-0.7
COc1ccc(-n2ncc3c(N4CCc5ccccc54)ncnc32)cc1,1.3,-3.9,-58.2,8.9*,33.3[fluorescence artefact?],4.1,-36.0,3.0,-9.0
Cc1ccccc1OCC1Cn2c(nc3c2c(=O)[nH]c(=O)n3C)O1 (stereo not drawn),-3.0,-11.0,1.4,1.9,-0.1,-9.0,4.4,3.3,6.3
